# TRPC6 activator: activates the mouse TRPC6 cation channel; Q61143; HEK293-TRPC6 membrane potential dye fluorescence; active compounds read high; B-score at 10 µM; 310,000 compounds, 0.13% hits;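 active = B-score of the integrated fluorescence ratio above library mean plus 3 SD, and starting fluorescence ratio within library mean plus 5 SD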;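 also: higher score means more depolarization so channel activation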
# MrgX1 antagonist: blocks BAM8-22 activation of human MrgX1 receptor. MRGX1-HEK293 calcium flux, Fluo-4, BAM8-22 antagonism; active compounds read low. B-score at 10 µM. 310,000 compounds, 1.3% hits;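 active = calcium-response B-score plate-corrected more than 3 library SD below zero, starting fluorescence within 5 deviations, no agonist response on first addition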;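 also: peak minus trough fluorescence over baseline after final BAM8-22 challenge near maximal dose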
# Target sequence (Q96LB2 whole entry, looked up): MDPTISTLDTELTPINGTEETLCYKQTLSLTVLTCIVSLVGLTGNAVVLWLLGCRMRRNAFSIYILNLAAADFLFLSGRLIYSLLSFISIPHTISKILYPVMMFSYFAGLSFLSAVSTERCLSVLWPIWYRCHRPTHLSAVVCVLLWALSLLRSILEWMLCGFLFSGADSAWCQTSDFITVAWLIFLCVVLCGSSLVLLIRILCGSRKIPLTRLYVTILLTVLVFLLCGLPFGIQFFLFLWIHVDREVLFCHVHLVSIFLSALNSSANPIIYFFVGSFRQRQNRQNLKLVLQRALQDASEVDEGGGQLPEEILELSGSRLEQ
# TRPC4 inh: TRPC4 (mouse) channel inhibition. HEK293 TRPC4beta/mu-opioid, DAMGO-evoked Fluo4 calcium flux; active compounds read low. 300,000 compounds, 0.39% hits. Q9QUQ5. B-score at 10 µM;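 active = B-score over 3 SD under the library average, no early fluorescence shift, positive overall ratio signal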
#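 System: stable TRPC4beta/mu-opioid receptor HEK293 cells; Dosing: single-point compound dosing; Measured by: Fluo4 Ca2+ flux fluorescence; Read-out basis: per-well B score of integrated baseline-normalized Fluo4 ratio.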
# TRPC4 potent: allosteric potentiators of mouse TRPC4 channel | Q9QUQ5 | 310,000 compounds, 0.42% hits | AID 2227 | HEK293 TRPC4beta/mu-opioid, DAMGO EC20, Fluo-4 Ca2+ flux; active compounds read high | B-score at 10 µM;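 active = B-score of calcium response area above 5 SD of library B-scores, with initial fluorescence ratio within 5 SD of library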;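 also: B-score of integrated fluorescence ratio over time as area under calcium response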
# TRPC4 act: TRPC4 (mouse) channel activation | Q9QUQ5 | HEK293 TRPC4beta/mu-opioid, Fluo4 calcium fluorescence; active compounds read high | B-score at 10 µM | 310,000 compounds, 0.49% hits;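 active = B-score above 5 SD of library B-scores, and initial fluorescence ratio not above library mean plus 5 SD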;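 also: positive B-score marks a calcium rise read as TRPC4 activation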
#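 Assay system: HEK293 stable line with TRPC4beta plus mu-opioid receptor. Times: dye 45 min RT, read 110 s. Measured by: kinetic Fluo4 calcium fluorescence. Measure: B score of integrated ratio. Controls: assay buffer as low control, maximal DAMGO as high control.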
# MrgX1 agonist: activates human MrgX1 receptor signaling. Q96LB2. MrgX1-HEK293 cells, Fluo-4 calcium fluorescence, agonist mode; active compounds read high. B-score at 10 µM. 310,000 compounds, 0.44% hits. AID 588627;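 active = calcium response B-score plate-corrected fluorescence ratio at least 3 library SD, with starting fluorescence B-score inside 5 SD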
#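 Material: HEK293 cells stably expressing human MrgX1 receptor | Quantity: 15,000 cells per well | Times: Cells plated overnight, dye loaded 0.5 h 37 °C, 0.5 h room temperature | Measured by: Kinetic Fluo-4 NW fluorescence of intracellular calcium | Control set: Positive and negative controls per plate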
# TRPC6 inhibitor: mouse TRPC6 channel inhibition; 310,000 compounds, 1.1% hits; B-score at 10 µM; HEK293-TRPC6, membrane potential dye, ACh-evoked depolarization; active compounds read low;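 active = B-score under library mean minus 3 SD, initial fluorescence not abnormally high, positive integrated signal ratio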;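 also: B-score derived from integrated fluorescence ratio over the kinetic read; more negative B-score means stronger inhibition of depolarization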
# MrgX1 allo act: allosterically activates human MrgX1 receptor signaling; B-score at 10 µM; Q96LB2; 310,000 compounds, 0.63% hits; MrgX1-HEK293, Fluo-4 calcium flux, FDSS; active compounds read high;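 active = plate-corrected calcium response at least 3 library SD above typical, normal starting fluorescence, not activating the receptor alone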;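 also: compound read alongside a low EC10 to EC30 dose of BAM8-22 agonist; peak minus trough fluorescence over baseline measured at the second addition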
# RGS4 inh: inhibitors of human RGS4; P49798; HEK293 M3R/RGS4 inducible, Fluo-4 calcium flux; active compounds read high; triggered by carbachol at its EC20; B-score at 10 µM; 310,000 compounds, 0.45% hits; AID 463165;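 active = B-score, a plate-corrected calcium signal, over three deviations above library mean, with baseline fluorescence within five deviations of library mean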;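 also: RGS4 expression induced by doxycycline in cells with stable M3 receptor; B-score is computed from the integrated fluorescence ratio over baseline after carbachol; higher B-score means a larger calcium signal and so more RGS4 inhibition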
# Target sequence (P49798 whole entry, looked up): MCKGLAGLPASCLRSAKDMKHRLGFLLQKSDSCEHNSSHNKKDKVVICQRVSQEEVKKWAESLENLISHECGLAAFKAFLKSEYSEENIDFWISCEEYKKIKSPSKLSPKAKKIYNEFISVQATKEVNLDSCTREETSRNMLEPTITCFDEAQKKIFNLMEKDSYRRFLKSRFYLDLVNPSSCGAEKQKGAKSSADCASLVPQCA
# TMEM16A act: mouse TMEM16A channel activation, primary screen; Q8BHY3; HEK293 TMEM16A/YFP-H148Q/I152L, iodide quench fluorescence; active compounds read low; B-score at 10 µM; 340,000 compounds, 0.3% hits; AID 623877;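 active = fluorescence-ratio B-score plate-corrected deviation score at least 3 library SD below zero, with starting fluorescence score within 5 deviations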;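 also: channel opened by trigger with iodide after compound preincubation; score built on the fluorescence ratio of max minus min over baseline; more negative score means more quench and so TMEM16A activation or potentiation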
# TMEM16A inh: mouse TMEM16A channel inhibition, primary screen; 310,000 compounds, 1.2% hits; HEK293 TMEM16A/YFP iodide influx fluorescence, ionomycin; Q8BHY3; AID 588511; normalized B-score (activity score, 25-100; higher = stronger inhibition) at 10 µM;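 active = ratio plate-corrected score three or more library SD toward inhibition, starting fluorescence score within five deviations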;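 also: score derived from kinetic fluorescence span divided by baseline fluorescence per well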
# Active calls of the source: *; i = inactive; · = no result given.
molecule	TRPC6 activator	MrgX1 antagonist	TRPC4 inh	TRPC4 potent	TRPC4 act	MrgX1 agonist	TRPC6 inhibitor	MrgX1 allo act	RGS4 inh	TMEM16A act	TMEM16A inh
Cc1cc(C(=O)COC(=O)C2=NN(c3ccccc3)C(=O)CC2)c(C)n1CC(F)(F)F	i	i	i	i	i	i	i	i	i	i	i
COc1cc2c(cc1OC)C(=O)N1[C@H]3c4ccccc4OC[C@@H]3[C@H](c3ccccc3)[C@]1(C)C(=O)N2	·	i	·	·	·	i	·	i	·	i	i
O=C(O)CC1=C(O)C(=O)N(c2ccccc2)C1c1ccc(Cl)cc1 (configuration not stated)	i	i	i	i	i	i	i	i	i	i	i
CC(C)CN(C(=O)COC(=O)c1ccccn1)c1c(N)n(Cc2ccccc2)c(=O)[nH]c1=O	i	i	i	i	i	i	i	i	i	i	i
Cc1cc(C(=O)N2CCCC(N3CCN(c4cccc(C(F)(F)F)c4)CC3)C2)no1 (configuration not stated)	i	i	i	i	i	i	i	i	i	i	i
O=C(O)c1c(Cl)nc2ccccn12	i	i	i	i	i	i	i	i	i	i	i
CCCN1C(=O)/C(=C2\SC(N3CCCCC3)=NC2=O)c2ccccc21	i	i	i	i	i	i	i	i	i	·	i
COC(=O)c1ccc2c(c1)NC1=C(C(=O)CC(C)(C)C1)C(c1ccncc1)N2 (configuration not stated)	i	i	i	i	i	i	i	i	i	i	i
O=C(c1csc2c1CCCC2)N1CCN(c2ccc(F)cc2)CC1	i	i	i	i	i	i	i	i	i	i	i
COc1ccccc1NC(=O)C(C)OC(=O)c1cccc(-n2cnnn2)c1 (configuration not stated)	i	i	i	i	i	i	i	i	i	i	i
CCCCn1c(-c2nn(C)c(C)c2Cl)n[nH]c1=S	i	i	i	i	i	i	i	i	i	i	i
COc1ccc(N2CCN(Cc3cc(=O)c(OCC(=O)Nc4ccccc4)co3)CC2)cc1	i	i	i	i	i	i	i	i	i	i	i
O=C(COC(=O)c1nc(Cl)ccc1Cl)NC(=O)c1ccccc1	i	i	i	i	i	i	i	i	i	i	i
O=C1Nc2ccccc2C12OCCCCO2	i	i	i	i	i	i	i	i	i	i	i
Cc1ccc2nc3sc(C(=O)NCc4ccco4)c(N)c3cc2c1	i	i	i	i	i	i	i	i	i	i	i
COc1cccc(C2CC(=O)N3CN(c4cccc(Cl)c4C)CSC3=C2C#N)c1OC (configuration not stated)	i	i	i	i	i	i	i	i	i	i	i
Cn1c(CCNC(=O)c2ccco2)nc2cc(NC(=O)c3ccccc3)ccc21	i	i	i	i	i	i	i	i	i	i	i
Cc1cc(C)cc(NC(=O)CCn2c(=O)c3cccn3c3ccccc32)c1	i	i	i	i	i	i	i	i	i	i	i
Cc1ccccc1C(=O)NC(=S)Nc1ccc(S(=O)(=O)N2CCOCC2)cc1	i	i	i	i	i	i	i	i	i	i	i
O=C(O)/C=C/c1coc2ccc(F)cc2c1=O	i	i	i	i	i	i	i	i	i	i	i
O=C1NC(=O)/C(=C/c2ccccc2Cl)N1	i	i	i	i	i	i	i	i	i	i	i
C=CCC1NS(=O)(=O)OCC1C(C)C (configuration not stated)	i	i	i	i	i	i	i	i	i	i	i
COc1cc(-c2ccc(NC(=O)NC3CC3)c(OC)c2)ccc1NC(=O)NC1CC1	i	i	i	i	i	i	i	i	i	·	i
O=C(CSc1ccc(Cl)cc1)Nc1nnc(-c2cccc([N+](=O)[O-])c2)s1	i	i	i	i	i	i	i	i	i	i	i
CC1CCC(NC(=O)c2ccc(-n3cncn3)c([N+](=O)[O-])c2)CC1 (configuration not stated)	i	i	i	i	i	i	i	i	i	i	i
CC1=CN2C(=N)/C(=C/c3ccc(C)o3)C(=O)N=C2S1	i	i	i	i	i	i	i	15*	i	i	i
O=C(CCC1CCCCC1)NCCN1C2=NC[C@H](Cc3ccc(O)cc3)N2C[C@H]1Cc1ccc(O)cc1	i	i	i	i	i	i	i	i	i	i	i
CN(C)c1ccc2c(c1)OC(N)=C(C#N)C2c1cccc(F)c1 (configuration not stated)	12*	i	i	i	56*	i	i	i	i	i	i
c1ccc(-c2cn(C[C@H]3CC[C@@H]([C@@H]4CC[C@H](Cn5cc(-c6ccccn6)nn5)O4)O3)nn2)nc1	i	i	i	i	i	i	i	i	i	i	i
Cc1cc(S(=O)(=O)Nc2cccc([N+](=O)[O-])c2)c(C)s1	i	i	i	i	i	i	i	i	i	i	i
COCCNC(=O)c1cc2cc(Cl)cc(Cl)c2oc1=O	i	i	i	i	i	i	i	i	i	i	i
Cc1ccc(-c2ccc(C(=O)O)[nH]2)cc1	i	i	i	i	i	i	i	i	i	i	i
O=C(Nc1ccccc1)N1CCC(O)(c2cccc(C(F)(F)F)c2)CC1	i	i	i	i	i	i	i	i	i	i	i
O=C(Cc1ccc(Cl)cc1)N1CCN(c2ccccc2)CC1	i	i	i	i	i	i	i	i	i	i	i
CNc1nc(C)c(C(C)=O)cc1C#N	i	i	i	i	i	i	i	i	i	i	i
Cc1cc(N)n2nc(-c3ccc(C(C)(C)C)cc3)cc2n1	i	i	i	i	i	i	i	i	i	i	i
COc1ccccc1NC1CCCCC1NS(=O)(=O)c1ccc(C)cc1 (configuration not stated)	i	·	i	i	i	·	i	·	i	i	·
CC(NC(=O)NNC(=O)c1ccncc1)(C(F)(F)F)C(F)(F)F	i	i	i	i	i	i	i	i	i	i	i
O=C1N=C(N2CCOCC2)S/C1=C/c1ccc(-c2ccc(F)cc2)o1	i	i	i	i	i	i	i	i	i	i	i
c1ccc(-c2noc(C3CCC3)n2)nc1	i	i	i	i	i	i	i	i	i	i	i
COc1cc(-c2nnc(COC(=O)CSCC(=O)Nc3cc(C)on3)o2)cc(OC)c1OC	i	i	i	i	i	i	i	i	i	i	i
CCCCc1cc(=O)oc2cc(C)cc(OCC(=O)NCc3ccccn3)c12	i	i	i	i	i	i	i	i	i	i	i
CCOc1ccc2nc(SCC(=O)Nc3ccc(S(=O)(=O)N4CCCC4)cc3)c(C)cc2c1	i	i	i	i	i	i	i	i	i	i	i
CCOc1ccccc1C(=O)Nc1ccc(S(=O)(=O)Nc2nccc(C)n2)cc1	i	i	i	i	i	i	i	i	i	i	i
O=C(NCCc1ccccc1)C1CCC(Cn2c(=O)c3ccccc3n(Cc3cccnc3)c2=O)CC1 (configuration not stated)	i	i	i	i	i	i	i	i	i	i	i
CCN(CC)c1ccc(/C=N/NC(=O)Cc2cccs2)cc1	i	i	i	i	i	i	i	i	i	i	i
CCCCCCC1(C)NC(=S)N(c2ccccc2)N1 (configuration not stated)	i	i	i	i	i	i	i	i	i	i	i
CC1=C(C)CC(C(=O)Nc2ccc3c(c2)OCO3)C(C(=O)O)C1 (configuration not stated)	i	i	i	i	i	i	i	i	i	i	i
COc1cc(COCC(O)CN2C(C)CCCC2C)cc(OC)c1OC (configuration not stated)	i	i	i	i	i	i	i	i	i	i	i
CC(C)(C)C1=NN=C2c3ccccc3C(=O)C21 (configuration not stated)	i	i	i	i	i	i	i	i	i	i	i
Cc1nc(Nc2nc3c(c(=O)[nH]2)CCC3)nc2ccccc12	i	i	i	i	i	i	i	i	i	i	i
COc1cccc(CNCCOCCO)c1OC	i	i	i	i	i	i	i	i	i	i	i
COc1cccc(NC(=O)/C=C/c2ccco2)c1	i	i	i	i	i	i	i	i	i	i	i
CCCOc1ccc(N2CC(C(=O)Nc3ccccc3OC)CC2=O)cc1 (configuration not stated)	i	i	i	i	i	i	i	i	i	i	i
CCOC(=O)Nc1ccc(Oc2ccccc2)cc1	i	i	i	i	i	i	i	i	i	i	i
O=C(c1ccncc1)c1ccc(NC(=O)c2cccs2)cc1	i	i	i	i	i	i	i	i	i	i	i
Cc1ccccc1NC(=O)NC1(C(=O)NCC2CCCO2)CCCCC1 (configuration not stated)	i	i	i	i	i	i	i	i	i	i	i
O=c1cnc2ccccc2n1Cc1ccccc1C(F)(F)F	i	i	i	i	i	i	i	i	i	i	i
O=C(NCc1cccc(C(F)(F)F)c1)c1cccc(Cl)c1Cl	i	i	i	i	i	i	i	i	i	i	i
CCN1CCN(C(=O)/C=C/c2ccc(OC)cc2)CC1	i	i	i	i	i	i	i	i	i	i	i

# The list goes on.
molecule	TRPC6 activator	MrgX1 antagonist	TRPC4 inh	TRPC4 potent	TRPC4 act	MrgX1 agonist	TRPC6 inhibitor	MrgX1 allo act	RGS4 inh	TMEM16A act	TMEM16A inh
CCN(CC(=O)Nc1ccccc1C(F)(F)F)C(=O)CCc1nc2sc3c(c2c(=O)[nH]1)CCCC3	i	i	i	i	i	i	i	i	i	i	i
COc1ccccc1CNS(=O)(=O)c1cccc(S(=O)(=O)N2CCOCC2)c1	i	i	i	i	i	i	i	i	i	i	i
O=C(/C=C/c1cc2c(cc1Br)OCO2)NCc1ccc(F)cc1	i	i	i	i	i	i	i	i	i	i	i
CCc1cccc(C)c1NC(=O)COC(=O)CC1CCCC1	i	i	i	i	i	i	i	i	i	i	i
CC1CN(Cc2cc(=O)[nH]c(C3CC3)n2)CC(C)O1 (configuration not stated)	i	i	i	i	i	i	i	i	i	i	i
CC(=O)C(/C=N/c1ncc(C(F)(F)F)cc1Cl)=C(\C)O	i	i	i	i	i	i	i	i	i	i	i
NC(=S)Nc1cccc(-c2n[nH]c(=S)o2)c1	i	i	i	i	i	i	i	i	i	i	i
CC1(C(=O)O)CCC(C(=O)Nc2ccc(F)cc2)C1(C)C (configuration not stated)	i	i	i	i	i	i	i	i	i	i	i
COc1cccc(OCCNc2cc(Cl)ccc2[N+](=O)[O-])c1	i	i	i	i	i	i	i	i	i	i	i

# Assay outcomes: PubChem BioAssay, Johns Hopkins Ion Channel Center
